# Compound activity deposited in PubChem by several laboratories.
# NPY1 pot ag – potentiates or activates human NPY-Y1 receptor. activation, % at 3.6 µM. P25929. NPY-Y1 expressing cells, potentiator/agonist activation. 0.37% of 220,000 active; in the data active = activation above about 33%, passing the limit was not always enough;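 also: cells stimulated with NPY at EC10 then isoproterenol at EC100; 0% = low agonist plus stimulus and 100% = saturating agonist plus stimulus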
# p97 ATPase inh – inhibitors of human p97 ATPase | AID 1481 | P55072 | 0.42% of 220,000 active | recombinant p97 ATPase, Kinase-Glo ATP luminescence, 3 h | inhibition, % at 8 µM; in the data active = inhibition above about 15%;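 also: 0% = DMSO vehicle and 100% = wells lacking enzyme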
# Target sequence (P55072 whole entry, looked up): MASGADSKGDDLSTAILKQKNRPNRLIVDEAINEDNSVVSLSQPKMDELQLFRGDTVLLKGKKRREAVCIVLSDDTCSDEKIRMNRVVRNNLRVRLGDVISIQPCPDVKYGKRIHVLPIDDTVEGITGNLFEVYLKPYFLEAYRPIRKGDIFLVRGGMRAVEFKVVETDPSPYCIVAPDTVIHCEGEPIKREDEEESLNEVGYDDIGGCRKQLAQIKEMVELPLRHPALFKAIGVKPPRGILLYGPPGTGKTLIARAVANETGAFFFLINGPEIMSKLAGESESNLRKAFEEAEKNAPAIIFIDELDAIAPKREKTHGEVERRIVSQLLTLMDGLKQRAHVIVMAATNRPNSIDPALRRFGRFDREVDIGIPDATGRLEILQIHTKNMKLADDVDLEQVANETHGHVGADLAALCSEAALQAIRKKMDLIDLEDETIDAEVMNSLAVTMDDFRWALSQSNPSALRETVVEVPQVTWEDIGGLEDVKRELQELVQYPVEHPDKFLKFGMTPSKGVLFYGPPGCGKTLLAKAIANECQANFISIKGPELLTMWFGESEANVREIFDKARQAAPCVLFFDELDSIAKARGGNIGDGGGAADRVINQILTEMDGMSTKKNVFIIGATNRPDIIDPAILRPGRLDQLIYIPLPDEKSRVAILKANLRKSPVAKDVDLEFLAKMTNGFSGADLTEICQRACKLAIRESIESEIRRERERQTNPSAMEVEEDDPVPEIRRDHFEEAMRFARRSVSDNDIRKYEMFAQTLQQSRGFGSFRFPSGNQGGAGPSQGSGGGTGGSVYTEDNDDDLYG
# PGE2 EP2 inh – EP2 receptor (human) inhibition; inhibition, % at 25 µM; C6 glioma cells expressing human EP2, cAMP TR-FRET; cells stimulated with saturating PGE2; AID 1422; 0.52% of 260,000 active; P43116;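 active = percent inhibition above 40 after rounding to a whole number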;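 also: rat C6 glioma host cells with rolipram phosphodiesterase inhibitor present; the protocol text gives 20 µM as final concentration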
# NPY2 pot ag – human NPY-Y2 potentiation or agonism, primary screen; cells expressing NPY-Y2, potentiator/agonist read-out; activation, % at 3.6 µM; 0.45% of 220,000 active; AID 1359; in the data active = activation above about 27%;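 also: cells stimulated with NPY near EC25 plus isoproterenol at EC100; 0% = vehicle plus submaximal agonist and 100% = vehicle plus saturating agonist; some results beyond the cut were filed as inactive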
# S1P4 ag – human S1P4 receptor agonism; 0.35% of 220,000 active; O95977; AID 1509; activation, % at 4.98 µM; S1P4-expressing cell line, agonist reporter assay; in the data active = activation above about 11%;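 also: 0% = DMSO vehicle and 100% = reference agonist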
# eIF4E 4G PPI – eIF4E/eIF4G interaction inhibition in translation initiation; 0.37% of 220,000 active; AID 782; inhibition, % at 21.7 µM; TR-FRET eIF4E-eIF4GI(517-606) binding, 2 h; P63073+Q04637;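 active = inhibition above about 30%, limit read from the data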;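 also: 0% = full FRET control wells and 100% = background wells lacking eIF4GI fragment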
# S1P4 antagonist – antagonists of human S1P4 receptor | AID 1510 | inhibition, % at 4.98 µM | O95977 | S1P4-expressing cells, antagonist mode, reporter read-out | 0.26% of 220,000 active; in the data active = inhibition above about 29%;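 also: 0% = wells stimulated with agonist and 100% = vehicle wells without agonist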
# EP2 mod – EP2 receptor (human) modulation; induction, % at 25 µM; 0.83% of 260,000 active; EP2-expressing cells, cAMP HTRF FRET, PGE2 co-stimulation; P43116; AID 940;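 active = compounds whose cAMP rise, as percent of the full-agonist control response, exceeds 60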;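 also: rat C6 glioma line stably carrying human EP2 under a CMV promoter; the protocol text gives 20 µM as final concentration; 100% = response of wells given 1 µM PGE2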
# NPY-Y1 antag – NPY-Y1 (human) receptor antagonism. P25929. HEK293-CNG Y1 cells, membrane potential fluorescence; NPY at EC95, then isoproterenol. inhibition, % at 3.6 µM. 1% of 200,000 active. AID 1040;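 active = inhibition above the campaign mean inhibition of all tested compounds plus 3 SD, cut at about 20% in these data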;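 also: 0% = DMSO wells given NPY plus isoproterenol and 100% = isoproterenol alone without NPY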
#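 Material: HEK293 Y1/CNG channel cell line | Also added: NPY (25 nM), isoproterenol (1 µM), Ro 20-1724 (25 µM) | Compound: One concentration, 3.6 µM, in 0.4% DMSO | Schedule: 3 h dye uptake, 1 h room-temperature compound, 45 min post-isoproterenol | Signal: Membrane-potential fluorescent dye readout | Read-out: % inhibition of NPY effect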
# Numbers without * were called inactive; nt = not tested or not shown; & = joins results of further samples; [ ] = remark or other dose.
# Sequence of screens: NPY1 pot ag	p97 ATPase inh	PGE2 EP2 inh	NPY2 pot ag	S1P4 ag	eIF4E 4G PPI	S1P4 antagonist	EP2 mod	NPY-Y1 antag
> COc1cc(CNc2ncnc3c2[nH]c2ccc(C)cc23)cc(OC)c1
    -12	0	13	-30	0.3	1	1	-107	nt
> CCCCN(CCCC)C(=O)c1nsnc1-c1ccccc1O
    -9	0	7	3	-0.6	nt	-12	58	5
> CCOc1ccc(N2CC(O)Cn3c2nc2c3c(=O)n(CCCc3ccccc3)c(=O)n2C)cc1 (stereo unspecified)
    -11	-3	16	10	-2.5	-31	2	-9	1
> Cc1cnc([N+](=O)[O-])n1CCOC(=O)NC(=O)c1ccc(F)cc1
    -4	0	5	-5	-0.2	1	-2	-20	-2
> O=C(NCc1ccccc1)NC1CC2CCC(C1)N2Cc1ccco1 (stereo unspecified)
    0	9	9	-4	0.8	-5	-2	-28	-6
> CCOc1ccc(-n2c(SCc3cc(=O)oc4cc(C)ccc34)nnc2-c2cccnc2)cc1
    -14	1	6	-10	-1.9	7	8	-3	4
> Cn1c(COc2ccccc2)nnc1SCC(=O)NCc1ccccc1
    -3	-2	nt	-13	-1.3	0[fluorescence artefact?]	7	16	-2
> Cc1c(CCO)c(=O)n(-c2ccccc2)n1S(=O)(=O)c1ccc(F)cc1
    0	-10	9	4	2.5	-2	-10	-12	-3
> CC(C)Sc1nc2sc(-c3ccccc3)cc2c(=O)n1N
    0	0	18	-16	-0.1	21	-8	13	-2
> Cc1cc(C)c2c(N)c(C(=O)c3ccccc3Cl)sc2n1
    14	6	15	1	1.0	0	10	1	nt
> Clc1ccc(-c2nnc(-c3ccccc3)c(-c3ccccc3)n2)cc1
    4	3	7	3	-0.5	-2	-9	34	nt
> CCN1CCc2c(OCc3ccc(C)cc3)cccc2C1=O
    -12	-2	11	-1	1.3	-2	-8	32	2
> CC(C)Oc1ccc(CSc2ncn[nH]2)cc1
    16	1	13	8	1.5	-5	-14	24	1
> CCn1c2ccccc2c2cc(NC(=O)c3cccc(OC)c3OC)ccc21
    -2	1	6	-13	0.3	3	2	-13	7
> FC(F)(F)c1cccc(N2CCN(CC3CC=CCC3)CC2)c1 (stereo unspecified)
    -25	-5	nt	-25	0.4	-6	-4	25	7
> O=C(CSc1nc2cc(C(F)(F)F)ccc2n1Cc1ccccc1)NC1CCS(=O)(=O)C1 (stereo unspecified)
    48*	-3	9	32	1.3	0[fluorescence artefact?]	-10	-34	-10
> CC12CCC(C(=O)Nc3c(Cl)cccc3Cl)(C(Br)C1=O)C2(C)C (stereo unspecified)
    -1	2	12	-1	2.1	-2	-9	28	0
> C[C@@H]1C[C@H]2[C@@H]3CCC4=CC(=O)C=C[C@]4(C)[C@@]3(F)[C@@H](O)C[C@]2(C)[C@H]1C(=O)CO
    7	1	13	6	1.5	-4	-23	8	7
> COC(=O)N/N=C/c1cc(C)n(-c2cccc3ccccc23)c1C
    -18	2	3	-8	1.1	0	-20	23	9
> COC(=O)[C@H](CC(C)C)NC(=O)NC1CCCc2ccccc21 (stereo partly specified)
    -11	0	15	2	-0.8	3	2	29	-3
> O=C(Nc1ccc(F)cc1)NC1CCCCC1
    -11	-1	17	99*	1.4	-3	-3	-17	2
> Cc1ccc(C)c2[nH]c(=O)c(CN(Cc3ccc4c(c3)OCO4)Cc3nnnn3Cc3ccco3)cc12
    -1	3	10&17	-12	-2.4	-13	-6	6&25	0
> Cc1ccc2c(Cl)c(C(=O)NCC3CCCO3)sc2c1 (stereo unspecified)
    13	-3	10	0	0.0	3	-15	-36	-1
> N#CC1=C(N)C(C#N)(C#N)C(c2ccncc2)C2CN(C(=O)OCc3ccccc3)CC=C12 (stereo unspecified)
    -37	2	15	-13	-0.4	-1	-5	-7	1
> O=C(CN1CCCc2ccccc21)NCc1ccc2c(c1)OCO2
    2	4	0	5	-0.2	-6	9	7	7
> COc1c(Br)cc(Br)cc1C(=O)O
    -20	-4	7	-3	2.2	2[fluorescence artefact?]	-12	12	6
> Cc1ccc(-c2c(C)n([O-])c3c([n+]2=O)CCCC3)o1
    -7	5	8	-14	1.0	1[fluorescence artefact?]	-11	17	-6
> CCn1c(N2CCC(Cc3ccccc3)CC2)nc2c1c(=O)[nH]c(=O)n2C
    -24	-3	nt	15	0.4	-5	-7	3	0
> Cc1ccc(NCC(=O)c2ccccc2)cc1Cl
    14	0	5	-2	1.0	0	10	10	3
> C/C(=N\NC(=O)Cc1c(C)[nH][nH]c1=O)c1cccc(Br)c1
    -11	9	3	-8	0.2	97*	-7	21	nt
> O=C(CN1C(=O)C(=O)c2ccccc21)OCN1C(=O)c2ccccc2C1=O
    9	-2	11	2	-0.5	1	-11	-28	4
> O=C(CNC(=S)N(CCCN1CCOCC1)Cc1cccs1)NC1CC1
    -19	2	5	-10	-0.8	1	-21	4	7
> O=C(Oc1cccc2cccnc12)c1cccc(-n2cnnn2)c1
    17	3	11	6	0.8	-1	-11	27	-3
> O=[N+]([O-])c1ccccc1/C=C/C=N/n1c(-c2ccccc2)n[nH]c1=S
    -42	-2	5	-19	-2.0	2[fluorescence artefact?]	10	9	7
> COc1cccc(-c2cc(C(=O)NCCc3ccccc3)no2)c1
    19	1	4	-1	0.1	-9[fluorescence artefact?]	9	-50	9
> c1ccc(-c2cn(-c3ccccc3)c3ncnc(N4CCCCC4)c23)cc1
    -30	-8	4	-15	-2.4	2	-13	52	9
> CC1(C)CC(CCC(=O)Nc2ccc(S(N)(=O)=O)cc2)C(=O)O1 (stereo unspecified)
    -8	-4	9	11	-1.4	-1	6	17	3
> Cn1c(SCc2nc3ccccc3[nH]2)nnc1-c1cnccn1
    -3	3	12	-7	1.7	1[fluorescence artefact?]	-12	2	-4
> Cc1[nH]n(-c2ccc(Cl)cc2)c(=O)c1/C=N/c1nnc(-c2ccccc2)s1
    0	-5	5	13	1.2	7	-31	-27	0
> CC1=NNC(=O)C1CCC(=O)N/N=C\c1ccc(Cl)c(Cl)c1 (stereo unspecified)
    18	4	11	4	-0.7	0	-5	1	5
> CC(C)C1Nc2ccc(S(=O)(=O)N3CCOCC3)cc2NC1=O (stereo unspecified)
    8	0	9	-8	1.4	1	-6	-15	-3
> CCCCOC(=O)c1ccccc1N1C(=O)C2C3CCC(C3)C2C1=O (stereo unspecified)
    9	1	4	-4	0.7	11	-11	28	-2
> CCOC(=O)N1CCC(n2c(SCC(=O)NCc3ccco3)nc3ccsc3c2=O)CC1
    -2	-4	4	-16	-1.7	-3	2	23	8
> O=C(NCCN1CCOCC1)c1cc2ccccc2[nH]1
    -5	5	6	4	0.1	-7	-11	-6	0
> Cc1onc(-c2ccccc2Cl)c1C(=O)NC(=S)Nc1ccccc1C(N)=O
    3	2	8	11	-0.2	-6	-15	15	2
> COc1ccc(/C=N\Nc2ccccc2[N+](=O)[O-])c(C(=O)O)c1OC
    27	8	14	13	0.8	3	1	11	nt
> COc1ccc(CNC(=O)c2ccc(=O)oc2)cc1OC
    3	5	7	1	0.1	-2[fluorescence artefact?]	11	-14	18
> CSc1nc2n(n1)C(c1cccs1)C1=C(CCCC1=O)N2 (stereo unspecified)
    14	1	4	-2	0.7	0	-3	11	3
> O=C(CSC1=Nc2ccccc2C2=NC(CC(=O)N3CCN(c4ccccc4)CC3)C(=O)N12)NCC1CCCO1 (stereo unspecified)
    11	-2	8	-7	1.3	-6	4	-7	1
> CNC(=O)CSc1nc(N)c2c3c(sc2n1)CCC3
    -3	1	2	-12	0.7	-3	-50	16	-7

# Next entries follow:
# Sequence of screens: NPY1 pot ag	p97 ATPase inh	PGE2 EP2 inh	NPY2 pot ag	S1P4 ag	eIF4E 4G PPI	S1P4 antagonist	EP2 mod	NPY-Y1 antag
> Clc1ccc(-n2ncc3c(N4CCCCCC4)ncnc32)cc1
    8	4	10	8	-0.7	-1	9	-29	1
> COc1ccc(NCc2n[nH]nc2-c2ccccc2)cc1Cl
    12	1	10	27	-3.5	-4	-23	-10	-6
> O=C(N/N=C/c1ccccc1)c1cc(-c2ccc3c(c2)OCO3)n[nH]1
    -13	12	10	7	-0.6	3	-6	-43	-1
> COc1ccc(N2C(=O)C3C(C2=O)C3(c2ccccc2)c2ccccc2)cc1 (stereo unspecified)
    18	-1	11	-27	-1.0	-1	12	0	nt
> CCOc1ccc(C(=O)NC(=S)Nc2ccccc2N2CCOCC2)cc1Br
    5	-2	7	-4	-2.1	-4	5	12	1
> COC(=O)CSc1nccc(-c2cccs2)n1
    -25	1	4	-14	1.7	2	-16	-6	1
> Cc1ccc(OCC(=O)NCc2ccc3c(c2)OCO3)c([N+](=O)[O-])n1
    -22	-5	7	-24	-0.2	-4	-1	-23	5
> CCOc1ccc2ccccc2c1C(=O)N[C@@H]1C(=O)N2[C@@H]1SC(C)(C)[C@@H]2C(=O)O
    16	3	15	14	-0.2	3	12	-6	7
> c1ccc2c(c1)c1ccccc1n2CN1CCOCC1
    -6	3	9	-5	1.3	2	1	25	6
> CC(CCc1ccccc1)NC(=O)c1ccc(NC(=O)c2ccc(Cl)cc2Cl)cc1 (stereo unspecified)
    -2	3	6	0	-1.9	2[fluorescence artefact?]	-11	-16	5

# Reprinted from above, ten compounds:
# Sequence of screens: NPY1 pot ag	p97 ATPase inh	PGE2 EP2 inh	NPY2 pot ag	S1P4 ag	eIF4E 4G PPI	S1P4 antagonist	EP2 mod	NPY-Y1 antag
> CSc1nc2n(n1)C(c1cccs1)C1=C(CCCC1=O)N2 (stereo unspecified)
    14	1	4	-2	0.7	0	-3	11	3
> O=C(CSC1=Nc2ccccc2C2=NC(CC(=O)N3CCN(c4ccccc4)CC3)C(=O)N12)NCC1CCCO1 (stereo unspecified)
    11	-2	8	-7	1.3	-6	4	-7	1
> CNC(=O)CSc1nc(N)c2c3c(sc2n1)CCC3
    -3	1	2	-12	0.7	-3	-50	16	-7
> Clc1ccc(-n2ncc3c(N4CCCCCC4)ncnc32)cc1
    8	4	10	8	-0.7	-1	9	-29	1
> COc1ccc(NCc2n[nH]nc2-c2ccccc2)cc1Cl
    12	1	10	27	-3.5	-4	-23	-10	-6
> O=C(N/N=C/c1ccccc1)c1cc(-c2ccc3c(c2)OCO3)n[nH]1
    -13	12	10	7	-0.6	3	-6	-43	-1
> COc1ccc(N2C(=O)C3C(C2=O)C3(c2ccccc2)c2ccccc2)cc1 (stereo unspecified)
    18	-1	11	-27	-1.0	-1	12	0	nt
> CCOc1ccc(C(=O)NC(=S)Nc2ccccc2N2CCOCC2)cc1Br
    5	-2	7	-4	-2.1	-4	5	12	1
> COC(=O)CSc1nccc(-c2cccs2)n1
    -25	1	4	-14	1.7	2	-16	-6	1
> Cc1ccc(OCC(=O)NCc2ccc3c(c2)OCO3)c([N+](=O)[O-])n1
    -22	-5	7	-24	-0.2	-4	-1	-23	5

# Only part of the results is shown, so the mix of outcomes need not match the whole.
